# TROY NFkB inh = TROY signaling inhibition; Q293 LMP1-TROYcd NF-kB luciferase reporter, 4 h; inhibition, % at 10 µM; 360,000 tested, 0.98% active;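 active means compounds whose plate-normalised and pattern-corrected inhibition of the luciferase reporter signal at the single screening dose is 50% or more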
# TWEAK Fn14 block = blocks TWEAK-Fn14 interaction in a reporter cell assay; TWEAK-stimulated Fn14 reporter cells, luciferase luminescence, 8 h; inhibition, % at 10 µM; 360,000 tested, 2% active; in the data active means inhibition above about 50%
# ABHD5 PLIN5 PPI = inhibitors of human ABHD5-perilipin-5 interaction. Q00G26+Q8WTS1. Split G. princeps luciferase complementation, luminescence, 4 h. inhibition, % at 4 µM. 360,000 tested, 0.78% active. AID 602281;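 active means inhibition above the mean inhibition across every tested compound plus 3 SD, cut at about 22% in these data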;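 further: 0% = DMSO only wells and the 100% control is not disclosed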
# TLR9-MyD88 inh = blocks human TLR9 binding to MyD88; CHO BLA complementation TLR9-MyD88, CCF4 FRET ratio; inhibition, % at 4.98 µM; 340,000 tested, 0.21% active;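 active means inhibition above the mean over all tested compounds plus 3 SD, cut at about 21% in these data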;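 further: 0% = DMSO only wells and 100% = clavulanate BLA inhibitor control wells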
# SRC1 inh = inhibitors of human steroid receptor coactivator 1 (SRC1); Q15788; HEK293 GAL4-SRC1 luciferase reporter, luminescence; inhibition, % at 3.6 µM; 360,000 tested, 0.12% active; AID 588354;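 active means inhibition above the campaign mean plus 3 SD, with each screening campaign given its own cutoff, cut at about 60% in these data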;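 further: 0% = DMSO treated cells and 100% = gossypol at 36 µM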
# SRC2 inh = inhibits human steroid receptor coactivator 2; 370,000 tested, 0.17% active; AID 651957; HEK293 GAL4-SRC2 luciferase reporter, luminescence; inhibition, % at 9 µM;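 active means inhibition above the mean inhibition of all tested compounds plus 3 SD, set per campaign, cut at about 52% in these data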;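 further: 0% = DMSO treated cells and 100% = cells given Gossypol at 36 µM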
# LRH-1 inv ag = suppresses constitutive activity of human LRH-1. HEK293T StAR-luciferase reporter, LRH-1 transfected, 24 h. O00482. AID 602396. inhibition, % at 3.6 µM. 360,000 tested, 0.13% active;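 active means inhibition above the mean inhibition of all tested compounds plus 3 SD, cut at about 73% in these data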;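 further: 0% = DMSO wells and 100% = reporter-only cells lacking LRH-1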
# Target sequence (O00482 whole entry, looked up): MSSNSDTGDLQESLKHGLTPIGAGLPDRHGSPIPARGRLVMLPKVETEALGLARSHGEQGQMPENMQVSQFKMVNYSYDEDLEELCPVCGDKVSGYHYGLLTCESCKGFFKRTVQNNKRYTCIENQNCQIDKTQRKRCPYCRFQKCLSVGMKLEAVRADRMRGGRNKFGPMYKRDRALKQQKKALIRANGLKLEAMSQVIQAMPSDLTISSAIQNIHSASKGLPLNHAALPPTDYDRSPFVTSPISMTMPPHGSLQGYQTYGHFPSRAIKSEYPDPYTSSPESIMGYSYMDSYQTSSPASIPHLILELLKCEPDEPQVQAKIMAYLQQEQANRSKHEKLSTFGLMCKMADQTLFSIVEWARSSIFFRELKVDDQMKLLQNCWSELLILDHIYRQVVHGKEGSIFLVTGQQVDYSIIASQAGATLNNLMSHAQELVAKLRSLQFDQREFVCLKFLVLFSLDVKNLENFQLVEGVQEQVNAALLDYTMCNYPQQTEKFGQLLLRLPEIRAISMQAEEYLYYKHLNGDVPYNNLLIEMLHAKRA
# Exocytosis inh = blocks lytic granule exocytosis; TALL-104 LAMP-1 surface exposure, flow cytometry; cells stimulated with thapsigargin and PMA; inhibition, % at 10 µM; 360,000 tested, 0.66% active; AID 651702;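 active means inhibition above about 55%, limit read from the data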
# SRC3 inh = human NCOA3 inhibition. Q9Y6Q9. HEK293 GAL4-SRC3 luciferase reporter, luminescence. inhibition, % at 3.6 µM. 360,000 tested, 0.17% active. AID 588352;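 active means inhibition above a per-campaign cutoff, the mean of all compounds plus 3 SD, cut at about 60% in these data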;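 further: 0% = DMSO-treated cells and 100% = gossypol-treated cells at 36 µM; higher means less SRC3-driven luciferase light from the GAL4 reporter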
# NOD2 RIPK2 PPI = blocks binding of human NOD2 to RIPK2; CHO BLA complementation NOD2-RIPK2, CCF4 ratio; inhibition, % at 4.98 µM; 360,000 tested, 0.38% active; AID 624267; in the data active means inhibition above about 21%;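 further: 0% = vehicle only and 100% = reference blocker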
# COUP-TFII inh = blocks human COUP-TFII nuclear receptor; inhibition, % at 8.6 µM; P24468; 370,000 tested, 0.7% active; HEK293T NGFI-A luciferase reporter, luminescence; AID 686940;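 active means inhibition above a per-plate cutoff, mean inhibition of test wells between control levels plus 3 SD, cut at about 38% in these data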;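 further: cells cotransfected with COUP-TFII expression vector driving the NGFI-A reporter; 0% = median of COUP-TF2 test wells and 100% = reporter-only cells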
# Target sequence (P24468 whole entry, looked up): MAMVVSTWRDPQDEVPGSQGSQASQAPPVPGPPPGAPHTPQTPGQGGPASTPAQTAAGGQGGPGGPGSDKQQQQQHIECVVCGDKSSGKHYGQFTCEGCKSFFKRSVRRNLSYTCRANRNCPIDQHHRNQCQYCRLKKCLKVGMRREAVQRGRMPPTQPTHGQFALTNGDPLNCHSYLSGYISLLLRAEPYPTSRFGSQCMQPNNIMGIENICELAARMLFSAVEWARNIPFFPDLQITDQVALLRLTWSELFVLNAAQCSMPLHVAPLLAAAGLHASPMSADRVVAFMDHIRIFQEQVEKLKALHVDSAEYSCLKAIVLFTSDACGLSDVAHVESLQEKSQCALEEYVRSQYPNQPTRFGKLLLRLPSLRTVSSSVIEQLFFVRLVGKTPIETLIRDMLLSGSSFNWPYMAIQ
# Active calls of the source: *; nt = not tested or not shown. An excerpt; the hit share may differ from the screen's.
SMILES,TROY NFkB inh,TWEAK Fn14 block,ABHD5 PLIN5 PPI,TLR9-MyD88 inh,SRC1 inh,SRC2 inh,LRH-1 inv ag,Exocytosis inh,SRC3 inh,NOD2 RIPK2 PPI,COUP-TFII inh
CN1C(=O)CC(N2CCC(c3nc4ccccc4[nH]3)CC2)C1=O (stereo unspecified),-11,14,5,-9,10,-14,27,-1,5,0,-70
O=C1c2ccccc2C(O)(c2ccccc2)N1C1CC1 (stereo unspecified),-2,-38,5,-1,-12,-3,15,1,4,-3,-8
Cc1ncc(CO)c(/C=N/NC(=O)c2cc3c(s2)CCCC3)c1O,13,8,3,0,-16,19,63,1,47,4,-8
Cc1ccc(C)c(NC(=O)CN(C)C(=O)c2nn(C)c(=O)c3ccccc23)c1,-13,-20,6,0,-2,-32,-9,0,11,4,-8
COc1ccc(/C=C/C(=O)NCC(=O)N/N=C/c2ccc(OC)cc2)cc1,9,1,-7,13,13,-26,6,0,1,0,2
O=C(Cc1ccsc1)Nc1cc(F)ccc1F,16,-3,3,-5,-17,-26,-8,5,-34,2,10
COc1ccccc1CN1C(=O)C(=O)N(Cc2cccc(C)c2)C1=O,15,-23,-2,-3,6,-8,-6,1,2,-3,5
O=S1(=O)CCOC(CO)CN1Cc1ccc(Cl)c(Cl)c1 (stereo unspecified),-1,6,0,-8,8,5,3,-1,12,18,-5
O=C(Nc1cccc(S(=O)(=O)NCc2ccco2)c1)c1cccc(Cl)c1,20,16,-7,-7,5,7,25,-2,6,-6,4
O=C(NCc1ccccn1)c1ccc(OC2CCN(Cc3cccs3)CC2)cc1,-3,-18,0,3,-9,7,0,-1,16,3,-10
O=C1c2cccnc2C(Nc2ccccc2Br)N1Cc1ccco1 (stereo unspecified),-14,16,1,-2,7,-4,10,-2,-1,4,2
Cc1cc(Br)cn2c(Cc3ccccc3)c(-c3cccc(Cl)c3)nc12,0,5,-3,nt,nt,14,18,-7,nt,2,-13
Cc1ccc(NS(=O)(=O)c2cccc3nsnc23)cc1C,16,-4,-3,-2,-9,2,8,-12,-11,-9,0
COc1cccc(C(O)C2OC(=O)c3ccccc32)c1OC (stereo unspecified),-13,7,1,nt,-18,-30,1,0,19,-7,14
COc1ccc2nc(Cl)cc(Cl)c2c1,-4,-29,-3,-7,-40,-11,-11,-1,15,-6,-6
CC1(Oc2cccc(C#N)c2)CCN(Cc2csc3ccccc23)C1 (stereo unspecified),-1,-18,-3,nt,13,-1,30,-6,-15,8,11
COc1ccc(C2CC(=O)Nc3sc(=N)c4c(N)c(C#N)c(N)nc4c32)cc1OC (stereo unspecified),16,-26,0,-6,-30,-13,12,1,-15,-10,-3
O=C(NNC(=O)c1ccccc1-n1cccc1)c1ccc(Cl)c(Cl)c1,4,7,4,-14,-7,-14,-3,0,-6,-4,4
O=C(NCc1ccco1)/C(=C/C=C/c1ccccc1)NC(=O)c1ccco1,-30,0,6,-9,4,-13,-2,0,6,-8,0
O=C(COC(=O)C1CCC(=O)N1)Nc1ccc(Oc2ccccc2)cc1 (stereo unspecified),-4,11,-2,3,-15,-12,4,0,-4,-4,5
O=C(Nc1cccc(F)c1)c1ccc(-c2ccccc2Cl)o1,-22,-3,-21,0,-53,nt,-51,1,-70,1,nt
CC1(C(=O)NCc2ccc(F)cc2)Oc2ccccc2NC1=O (stereo unspecified),16,12,-2,-6,-11,3,-5,-2,6,-1,8
COc1ccc(CCNC(=O)c2c(C)nn(CC(C)C)c2Cl)cc1OC,-8,-18,-1,1,4,9,-12,-2,0,0,11
S=C(NCCCN1CCOCC1)NN=C1c2ccccc2-c2ccccc21,-3,-24,5,-18,-2,29,6,-3,-17,-17,0
COc1ccccc1NS(=O)(=O)c1ccc(NC(=O)c2nc3nc(C)cc(C(F)F)n3n2)cc1,24,4,-1,0,5,12,0,3,14,-3,10

# Complete entries from above. Values in the order: TROY NFkB inh, TWEAK Fn14 block, ABHD5 PLIN5 PPI, TLR9-MyD88 inh, SRC1 inh, SRC2 inh, LRH-1 inv ag, Exocytosis inh, SRC3 inh, NOD2 RIPK2 PPI, COUP-TFII inh
# O=C(NNC(=O)c1ccccc1-n1cccc1)c1ccc(Cl)c(Cl)c1 as listed: 4, 7, 4, -14, -7, -14, -3, 0, -6, -4, 4
# COc1ccccc1CN1C(=O)C(=O)N(Cc2cccc(C)c2)C1=O as listed: 15, -23, -2, -3, 6, -8, -6, 1, 2, -3, 5

# More results:
SMILES,TROY NFkB inh,TWEAK Fn14 block,ABHD5 PLIN5 PPI,TLR9-MyD88 inh,SRC1 inh,SRC2 inh,LRH-1 inv ag,Exocytosis inh,SRC3 inh,NOD2 RIPK2 PPI,COUP-TFII inh
COc1cc(/C=C/c2nc3ccccc3c(=O)[nH]2)cc(Br)c1O,16,1,2,3,-7,24,-6,-9,-14,0,-17
Cc1ccc(-n2cccc2/C=C2\C(=N)N3N=C(c4ccco4)SC3=NC2=O)cc1,9,-1,-3,11,-12,-13,10,8,14,-7,9
Cc1ccc(S(=O)(=O)c2nc(Nc3ccccc3)sc2Cl)cc1,54*,46,0,5,-10,10,4,1,16,-1,33
CC(O)(c1ccncc1)c1nc(-c2cccc(C(F)(F)F)c2)cs1 (stereo unspecified),24,2,-8,nt,12,30,24,2,-10,-7,16
O=c1c2sc3nc(N4CCOCC4)c4c(c3c2nnn1Cc1ccccc1)CCCC4,-6,-21,-1,-1,-51,-10,7,-1,-13,5,8
CC12CCC3C(C1)C(C(=O)O2)C(=O)OC3(C)C (stereo unspecified),-10,11,-6,9,5,-11,-1,1,-18,2,-5
O=C(SCc1c(O)c2ccccc2oc1=O)c1ccccc1,9,19,-3,-11,0,-1,4,-14,-29,3,-11
COCCCNc1nc2ccccc2nc1NS(=O)(=O)c1cccc(C)c1,-4,11,4,-4,3,-12,13,27,-11,-2,-2
CCN(CC)CCNC(=O)C12CC3CC(C)(CC(C)(C3)C1)C2,-16,1,19,-3,7,-3,7,-1,4,3,8
COc1ccc(NC(=O)/C(=C/c2cccs2)NC(=O)c2ccco2)cc1,-37,10,-4,6,-14,6,-1,-7,13,-7,11
O=C(CSc1ccc2nnc(CCNC(=O)c3ccccc3)n2n1)NCc1ccccc1,2,6,15,-4,-5,-24,-21,1,6,-4,1
COc1ccc(NC(=S)N2CCC(N(C)CC3CCCO3)CC2)cc1Cl (stereo unspecified),15,-1,-1,9,12,0,14,-3,20,-19,10
CCOCc1c(C(=O)OCC(=O)/C(C#N)=C(\C)N)oc2ccccc12,0,-18,4,3,6,-7,-5,-2,18,-7,-9
COc1ccc(S(=O)(=O)N2CCN(CC(=O)NCCc3cccs3)CC2)cc1,3,-3,-1,-18,-6,-15,16,2,-17,-10,-27
COc1cc(Cl)ccc1OCc1cc(C(=O)N2CCCC(OC)C2)no1 (stereo unspecified),-42,-21,-1,-12,-73,-67,-120,4,-67,-8,-16
Nc1nc(N)nc(-c2cccc(Cl)c2)n1,-33,-7,3,-4,-36,-32,-22,-3,-30,-9,-15
COCCN(C(=O)COC(=O)/C=C/c1ccc(Cl)c(Cl)c1)c1c(N)n(Cc2ccccc2)c(=O)[nH]c1=O,4,6,2,5,-8,8,13,0,5,-12,-1
Cc1ccc(N(CC(=O)NCc2ccccn2)S(=O)(=O)c2ccccc2)cc1C,-3,4,-2,9,10,-11,4,-12,0,3,-1
O=C(/C=C/c1cn(CC(O)CN2CCCCC2)c2ccccc12)c1ccccc1 (stereo unspecified),-5,-2,7,6,-31,-3,0,9,15,12,-7
CCOCCCn1c(SCC(=O)Nc2ccccc2OC)nc2ccccc2c1=O,-2,10,11,-2,10,-10,8,14,-11,2,12
O=C(COC(=O)c1ccccc1)Nc1cc(S(=O)(=O)N2CCCCCC2)ccc1Cl,24,4,2,-2,2,-3,0,0,-4,-1,-9
CC1(C(=O)NCc2ccco2)Cc2c(-c3ccccc3)ccnc2O1 (stereo unspecified),21,10,0,nt,-4,16,46,4,10,10,24
COc1ccc(CCN2C(=O)CSC2=Nc2ccc(C(C)C)cc2)cc1OC,38,58*,4,nt,18,29,30,1,-1,-3,64*
Cc1cccnc1Sc1c([N+](=O)[O-])ncn1C,10,4,-8,5,-2,4,4,21,6,-6,0
CCOc1ccccc1/C=N/NC(=O)CNC(=O)c1cccs1,14,9,-7,-9,9,5,7,0,19,9,3
Cn1c(CNC(=O)c2ccc(F)cc2)cc2ccccc21,-2,-12,2,1,3,6,13,3,0,-1,1
O=C1CCC(C(=O)N2CCC(O)CC2)CN1CCc1ccc(Cl)cc1 (stereo unspecified),5,1,-5,-2,-14,1,7,-4,-12,0,11
O=C(OCCN=C1NS(=O)(=O)c2ccccc21)c1ccco1,-23,-16,12,4,18,3,8,1,25,0,-6
COc1c(C)cccc1C(=O)Nc1ccc(N2CCOCC2)c(Cl)c1,-50,-12,6,-7,-74,-85,-146,-1,-84,3,-28

# Molecules from the list above containing a furan ring, fused or not:
SMILES,TROY NFkB inh,TWEAK Fn14 block,ABHD5 PLIN5 PPI,TLR9-MyD88 inh,SRC1 inh,SRC2 inh,LRH-1 inv ag,Exocytosis inh,SRC3 inh,NOD2 RIPK2 PPI,COUP-TFII inh
O=C(Nc1cccc(S(=O)(=O)NCc2ccco2)c1)c1cccc(Cl)c1,20,16,-7,-7,5,7,25,-2,6,-6,4
O=C1c2cccnc2C(Nc2ccccc2Br)N1Cc1ccco1 (stereo unspecified),-14,16,1,-2,7,-4,10,-2,-1,4,2
O=C(NCc1ccco1)/C(=C/C=C/c1ccccc1)NC(=O)c1ccco1,-30,0,6,-9,4,-13,-2,0,6,-8,0
O=C(Nc1cccc(F)c1)c1ccc(-c2ccccc2Cl)o1,-22,-3,-21,0,-53,nt,-51,1,-70,1,nt
Cc1ccc(-n2cccc2/C=C2\C(=N)N3N=C(c4ccco4)SC3=NC2=O)cc1,9,-1,-3,11,-12,-13,10,8,14,-7,9
COc1ccc(NC(=O)/C(=C/c2cccs2)NC(=O)c2ccco2)cc1,-37,10,-4,6,-14,6,-1,-7,13,-7,11
CCOCc1c(C(=O)OCC(=O)/C(C#N)=C(\C)N)oc2ccccc12,0,-18,4,3,6,-7,-5,-2,18,-7,-9
CC1(C(=O)NCc2ccco2)Cc2c(-c3ccccc3)ccnc2O1 (stereo unspecified),21,10,0,nt,-4,16,46,4,10,10,24
O=C(OCCN=C1NS(=O)(=O)c2ccccc21)c1ccco1,-23,-16,12,4,18,3,8,1,25,0,-6

# Screening data from PubChem.
